Pf Dd2 inh – qHTS Primary assay for Inhibitors of Plasmodium falciparum Dd2 growth in vitro. Potency, µM (highest dose often 28.9 µM), without a hit: at the top dose activity, negative = inhibition, usual class: inhibitors. P. falciparum Dd2 growth, SYBR Green, 72 h. AID 1347417, 2020. 120,000 tested, 4.3% active; active = well fitted inhibition curve with a large enough effect; inconclusive = small, poorly fitted or top-dose-only effect; inactive = no such curve, though single readings can be large or run the other way;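 also: plate controls were DMSO vehicle for no effect and reference drug for full effect; nearly all actives have a fitted effect of over 65% in size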
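Infected erythrocytes (Dd2, 0.3% parasitemia, 2.5% hematocrit final) are added to compound in RPMI-1640/Albumax II medium, grown 72 h at 37C in low oxygen, then lysed with saponin/Triton-X containing SYBR Green and read by fluorescence.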
* = called active by the depositor; i = inactive; ? = inconclusive; [ ] = remark or other dose. Potency is read from the fitted curve at half-maximal effect. Not all compounds are listed (hit frequency here may not be typical).

SMILES | Pf Dd2 inh
O=C(CCC1CCCC1)N1CCCC1c1nc(CCOCC2CCOCC2)no1 (stereo unspecified) | ?
CCOc1ccccc1NC(=O)CSC1=Nc2ccccc2C2=NC(CC(=O)NCc3ccc4c(c3)OCO4)C(=O)N12 (stereo unspecified) | ?
c1ccc(Cn2nc(C3CCOC3)nc2-c2ccoc2)cc1 (stereo unspecified) | -2%
COc1ccc(C(=O)N2C[C@@H](CO)[C@H](c3ccncc3)C2)cc1 | 8%
O=C(CN1C(=O)NC(c2ccccc2Cl)C2=C1COC2=O)Nc1ccc(F)cc1F (stereo unspecified) | ?
CCOC(=O)c1ccccc1NC(=O)CCc1c(C)nc2ncnn2c1C | 14%
Cc1ccc(-c2nnn3c2nc(NCc2ccc4c(c2)OCO4)c2ccccc23)cc1 | 39%[activator]
Cn1cccc1CN1CCC2(CC1)CC(=O)c1ccc(Cl)cc1O2 | ?
Cc1ccc(N(CC(=O)N2CCN(c3ccccc3)CC2)S(=O)(=O)c2c(C)noc2C)cc1 | -3%
CNC(=O)c1cc2cc(-c3c(C)noc3C)nc(-c3cccc(CO)c3)c2o1 | ?
O=C(c1cncnc1)N1C[C@@H]2C[C@H](C1)c1c(-c3ccc4ccccc4c3)ccc(=O)n1C2 | -14%[44.1 µM]
O=C(c1ccc(-c2ncc3cnc(-c4cccc(F)c4)cn23)cc1)N1CCc2cccnc21 | ?
CCCn1c(C)c(CC(=O)NCC2COCCO2)c2c1CC(C)(C)CC2=O (stereo unspecified) | -12%
COCCNC(=O)CCn1c(=O)c2cc(OC)c(OC)cc2n(CC(=O)Nc2ccc(Cl)cc2F)c1=O | 12%
COc1ccc(C2=Nc3ccc(F)cc3NC(c3cccc(C(F)(F)F)c3)=N2)cc1 | 6%
CC(C)C(=O)Nc1ccc(C2(C(=O)NCc3ccc(F)c(Cl)c3)CCC2)cc1 | -4%
O=C(C[C@@H]1CCNC[C@@H]1Cc1cc(CSc2ccccc2)on1)NC1CC1 | -14%[44.1 µM]
COc1ccc2c(CNCCc3ccco3)c(C(=O)O)n(Cc3ccccc3)c2c1 | -12%
CCOc1ccccc1CN1CCN(C(=O)[C@H]2CCC[C@H]2NC(=O)c2ccncc2)CC1 | ?
O=C(O)CC1CCCN(c2cnn(CC3CC3)c(=O)c2)C1 (stereo unspecified) | -3%

Another view of some results above:
SMILES,Pf Dd2 inh
COc1ccc2c(CNCCc3ccco3)c(C(=O)O)n(Cc3ccccc3)c2c1,-12%
CCOc1ccccc1CN1CCN(C(=O)[C@H]2CCC[C@H]2NC(=O)c2ccncc2)CC1,?

Continued.
SMILES | Pf Dd2 inh
Cc1oc(-c2cccc(Cl)c2)nc1CSc1nncn2c1cc1occc12 | 145%[activator][5.79 µM]
COc1cc(NS(=O)(=O)c2ccc(NC(=O)c3ccccc3C(=O)O)cc2)nc(OC)n1 | 25%
Cc1ccc(-c2noc(C(C)NS(=O)(=O)c3ccc(C)cc3)n2)cc1 (stereo unspecified) | 27%
Cc1cnc(C(=O)NC2C[C@H]3CC[C@@H](C2)N3C(=O)c2ccc(C)c(C)c2)cn1 (stereo partly specified) | i
Cc1cc(F)ccc1NC(=O)c1cc2n(n1)CC(c1ccc(Br)cc1)OC2 (stereo unspecified) | i
COCC(NC(=O)c1ccc2nc(C3CCCCC3)oc2c1)c1ccnn1C (stereo unspecified) | -24%
O=C(Nc1cccc(Br)c1)N1CCC2(CC1)SCC(=O)N2Cc1ccco1 | -13%
Cc1cccc(CC(=O)N2CCC(n3cc(-c4nc(C)no4)nn3)CC2)c1 | i
CC(=O)Nc1ccc(CN2CC(Oc3ccc4c(c3)OCO4)C2)cc1 | 5%
Cc1nn2c(c1-c1ccccc1Oc1ccccc1)N(CC1CCOCC1)CCC2 | 7.9µM*
COc1ccc(NC(=O)c2c(NCc3cccc(F)c3)sc3c2CCCC3)c(OC)c1 | 8.9µM*
CN(C)C(=O)c1ccc2c(c1)N(C)C(CC(=O)NCC(C)(C)O)CO2 (stereo unspecified) | -9%
CC(C)CCN1CCCN(CCN(C)C)c2ccccc21 | ?
Cc1ccccc1NC(=O)C1CC(=O)N(c2n[nH]c3cccc(F)c23)C1 (stereo unspecified) | -8%
Cc1cccc(NC(=O)COc2cccc3c(=O)n(C)ccc23)c1C | 4%
Cc1ccc(C)c(N2CCN(S(=O)(=O)c3c(C)nc4sccn4c3=O)CC2)c1 | i
O=c1oc2ccc(Cl)cc2cc1-c1nc(-c2cccs2)no1 | 23%
Cc1ccc(-n2nc(C(=O)N3CCN(c4cccc(C(F)(F)F)c4)CC3)c(=O)n(C)c2=O)cc1 | ?
Cc1ccc(NC(=O)CSc2nc(-c3ccco3)cc(C(F)(F)F)n2)cc1 | -18%
O=C(CCC1CCCN(S(=O)(=O)c2ccc(F)cc2)C1)NCCN1CCOCC1 (stereo unspecified) | -19%

Six consecutive records already listed:
SMILES | Pf Dd2 inh
Cc1cccc(NC(=O)COc2cccc3c(=O)n(C)ccc23)c1C | 4%
Cc1ccc(C)c(N2CCN(S(=O)(=O)c3c(C)nc4sccn4c3=O)CC2)c1 | i
O=c1oc2ccc(Cl)cc2cc1-c1nc(-c2cccs2)no1 | 23%
Cc1ccc(-n2nc(C(=O)N3CCN(c4cccc(C(F)(F)F)c4)CC3)c(=O)n(C)c2=O)cc1 | ?
Cc1ccc(NC(=O)CSc2nc(-c3ccco3)cc(C(F)(F)F)n2)cc1 | -18%
O=C(CCC1CCCN(S(=O)(=O)c2ccc(F)cc2)C1)NCCN1CCOCC1 (stereo unspecified) | -19%

Following part.
SMILES | Pf Dd2 inh
O=C(C[C@@H]1CCNC[C@@H]1Cc1cc(-c2ccccc2)on1)N1CCOCC1 | 10%[44.1 µM]
CCc1ccccc1NC(=O)Cn1c(=O)n(-c2ccc(C)cc2)c(=O)c2cc(OC)c(OC)cc21 | i
CC(CCN1CCOCC1)NC(=O)c1cccc(NCC(=O)O)c1 (stereo unspecified) | -29%
CCOC(=O)c1ccc(NC(=O)CCS(=O)(=O)c2ccc3c(c2)oc(=O)n3C)cc1 | 26%
Cc1ccc(NC(=O)Nc2ccc(C)n(CC(=O)NCCN3CCCC3)c2=O)cc1 | i
CCOc1ccc(CN2C(=O)c3ccccc3C2C(=O)NCCc2ccc(OC)c(OC)c2)cc1 (stereo unspecified) | ?
CCN(CC)C(=O)c1cccc(-c2ccc(OCCn3ccnc3)cc2)c1 | ?
CC(NC(=O)CSc1n[nH]c(-c2ccccc2Cl)n1)c1nc2ccccc2[nH]1 (stereo unspecified) | 38%[activator]
CCCN1CCN(C(=O)C2CCCN(c3cnc4nccnc4c3)C2)CC1 (stereo unspecified) | i
O=C(Nc1ccccc1)O[C@@H]1CO[C@H]2[C@@H]1OC[C@@H]2n1nnnc1-c1ccc2c(c1)OCCO2 | 3%
Cc1nc(-c2ccccc2Br)cc([C@H]2CN3CC[C@H]2C[C@@H]3CNC(=O)C2CC2)n1 | -1%
COc1ccc(C(=O)Nc2ccc(-c3nnc4n3CCCCC4)cc2)cc1OC | -14%
CSc1ccc(-c2noc(-c3ncn4c3COC(c3ccc(F)cc3)C4)n2)cc1 (stereo unspecified) | ?
CCS(=O)(=O)c1nc(S(=O)(=O)c2ccc(C)cc2)c(NC(C)c2ccccc2)s1 (stereo unspecified) | ?
CCn1c2ccccc2c2nnc(SCC(=O)O)nc21 | 3%
Cc1ccc(-c2ccc3nnc(CNC(=O)c4cccnc4)n3n2)cc1C | i
CCc1noc(CC2CCOC3(CCN(S(=O)(=O)c4cc(F)ccc4F)CC3)C2)n1 (stereo unspecified) | i
C[C@@]1(NC(=O)Cc2ccccc2)OC[C@H]2CC[C@@H](C(=O)Nc3ccc(OC(F)(F)F)cc3)N2C1=O | 11%
COc1cccc(NC(=O)CC2Nc3cc(C)c(C)cc3NC2=O)c1 (stereo unspecified) | 2.2µM*
COc1cc(C2CC(=O)c3c([nH]c(C(=O)OCc4ccc(C)cc4)c3C)C2)cc(OC)c1OC (stereo unspecified) | ?
Cc1cccn2c(=O)c(C(=O)N3CCN(c4ccccc4)CC3)cnc12 | ?
Cc1cnc(C2CCC2)n1CCNC(=O)c1cc(C2CC2)[nH]n1 | -4%
Cc1ccc(Cl)cc1N1CCN(C(=O)C2CCN(S(=O)(=O)c3c(C)noc3/C=C/c3ccccc3F)CC2)CC1 | -11%
CCCS(=O)(=O)N1C[C@@H](Oc2ccccc2)C[C@H]1C(=O)N1CCOCC1 | -4%
CC(C)Oc1ccc2ccccc2c1CN1C[C@H](O)C[C@H]1C(=O)O | -1%
CCCNC(=O)C1Cn2cccc2C(=O)N1Cc1ccccc1 (stereo unspecified) | i
CC(C)Nc1ccnc(N2CCN(Cc3ccccc3F)C(CCO)C2)n1 (stereo unspecified) | -22%
COc1ccc(C(=O)c2oc3ccccc3c2NC(=O)COc2cccc(C)c2C)cc1 | 1%
COc1ccc(C(=O)N2CCC3(CC2)NC(=O)N(Cc2ccc(F)cc2)C3=O)cc1F | i
Cn1cc(CN2Cc3ccc(C(=O)Nc4ccc(F)cc4)cc3OCC2=O)cn1 | -8%[44.1 µM]
O=C(C1CCOCC1)N1CCOC[C@H](Oc2ccc(C(F)(F)F)cc2)C1 | ?
CCc1ccccc1OCC(=O)c1ccc2c(c1)N(CCCC(=O)N1CCOCC1)C(=O)CO2 | i
CCN1CCN(CCCNC(=O)C2Cn3cccc3C(=O)N2C)CC1 (stereo unspecified) | 68%
O=C(Cn1c(=O)oc2ccccc21)NC1CCCN(CCCc2ccccc2)C1 (stereo unspecified) | i
O=C(CC1CCN(C(=O)Cc2cccc(F)c2)C1)NC1CC1 (stereo unspecified) | i
COCCn1nc2n(c1=O)CCN(C1CCSCC1)CC2 | 24%
Cc1csc2nc(COC(=O)c3ccc(NC(=O)C(C)C)cc3)cc(=O)n12 | 78%[activator]
COc1cccc(F)c1C(=O)N1C[C@H](N)C[C@H]1C(=O)NC(C)C | 15%
CNC1CCCc2ccccc21 (stereo unspecified) | ?
COc1ccc(OC2CN(Cc3ccsc3)C2)cc1 | -1%[44.1 µM]

3 entries out of the list, ordered by number of heavy atoms, smallest number first:
SMILES | Pf Dd2 inh
COCCn1nc2n(c1=O)CCN(C1CCSCC1)CC2 | 24%
O=C(CC1CCN(C(=O)Cc2cccc(F)c2)C1)NC1CC1 (stereo unspecified) | i
Cc1cnc(C2CCC2)n1CCNC(=O)c1cc(C2CC2)[nH]n1 | -4%

The list goes on.
SMILES | Pf Dd2 inh
COC[C@@H]1[C@H](C(=O)Nc2ccc(OC)nc2)CCC(=O)N1C | -18%
COc1ccc(-c2nc3c4ccccc4n(CC(=O)N4CCN(c5ccc(F)cc5)CC4)c(=O)n3n2)cc1 | 43%
COc1ccc(NC(=O)N2C[C@@H]3C[C@H](C2)c2ccc(NC(=O)c4cccs4)c(=O)n2C3)cc1 | -18%
O=C(O)C[C@@H]1CCN(Cc2ccccc2)C[C@@H]1CCN1C[C@@H]2C[C@H](C1)c1cccc(=O)n1C2 | -10%
COc1ccc(OC)c(CNC(=O)C2CCN(c3cnc4nccnc4c3)CC2)c1 | i
CC(C)Oc1ccc2c(NC(=O)c3ccc(=O)n(C)n3)nn(CC(F)(F)F)c2c1 | 6%
COc1ccc(Cl)cc1NS(=O)(=O)c1ccc2[nH]c3c(c2c1)CCCC3 | -12%
COCc1ccc2c(c1)c(OC(C)(C)C(=O)NCCCn1ccnc1)nn2Cc1cccnc1 | 13%
CC(=O)N1Cc2ccccc2CC2(CCCN(CC3CCNC3)C2)C1 (stereo unspecified) | -4%
O=C(c1ccccc1OCC1CCCN(C2CCC2)C1)N1CCOCC1 (stereo unspecified) | -19%
FC(F)(F)c1ccc(CN2CCC3(CC2)CC(c2cccnc2)=NO3)cc1 | i
CN(C)c1ccc(C(=O)N2CCCC(COc3ccccc3C(=O)N3CCCCC3)C2)cc1 (stereo unspecified) | ?
CN(Cc1ccoc1)C1CCc2nn(C)c(=O)n2CC1 (stereo unspecified) | -3%
COC(=O)c1ccc(CSc2nc3ccncc3n2Cc2ccc(F)cc2)cc1 | ?
COc1ccc(-c2cc(N3CCCC(NC(=O)c4cccc(NC(C)=O)c4)C3)n[nH]2)cc1 (stereo unspecified) | ?
Cc1ccc(C)c(-n2cc(-c3ccccc3)nc2SCC(=O)Nc2ccccc2)c1 | ?
COCCc1nc(CNC(=O)C(c2cccc(F)c2)N(C)C)no1 (stereo unspecified) | 3%
Cc1ccc(CNC(=O)C2CCN(C(=O)c3ncn4c3COC(c3ccccc3)C4)CC2)cc1 (stereo unspecified) | -17%
Cc1ncc2c(c1CNC(=O)c1ccc(OC(F)F)cc1)CCNC2 | 1%
CC1=C(C(=O)Nc2ccccc2)C(c2cc(C)ccc2C)N2C(CC(=O)NC(C)C)=CSC2=N1 (stereo unspecified) | ?

Quoted at random: 5 compounds from above, in no set order.
SMILES | Pf Dd2 inh
Cc1ncc2c(c1CNC(=O)c1ccc(OC(F)F)cc1)CCNC2 | 1%
Cc1ccc(C)c(-n2cc(-c3ccccc3)nc2SCC(=O)Nc2ccccc2)c1 | ?
O=C(c1ccccc1OCC1CCCN(C2CCC2)C1)N1CCOCC1 (stereo unspecified) | -19%
CN(C)c1ccc(C(=O)N2CCCC(COc3ccccc3C(=O)N3CCCCC3)C2)cc1 (stereo unspecified) | ?
COC[C@@H]1[C@H](C(=O)Nc2ccc(OC)nc2)CCC(=O)N1C | -18%

Next section.
SMILES | Pf Dd2 inh
CCOc1ccc(NC(=O)CCNS(=O)(=O)c2cccs2)cc1 | 34%[activator]
Cc1cccc(OCC(=O)N2CC(C(=O)NC3CCCCC3)C3(CCOCC3)C2)c1 (stereo unspecified) | -4%
Cc1cc(COc2ccccc2)oc1C(=O)N[C@@H]1CCOC[C@H]1OCCO | -4%
CN[C@@H](C)C(=O)N[C@@]1(C)OC[C@@H]2CC[C@H](C(=O)Nc3ccc(F)c(OC)c3)N2C1=O | 15%[44.1 µM]
O=C(N1CCCCC1)C1(CCO)CC12CCOCC2 (stereo unspecified) | 25%
